Pf gametocyte: inhibitors of late stage P. falciparum gametocyte viability; AID 743093; 150,000 tested, 0.065% active; P. falciparum stage V gametocytes, ATP luminescence, 24 h; inhibition, % at 10.9 µM;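 active = inhibition above the mean plus 3 SD of compounds within the control limits, set per campaign, cut at about 38% in these data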;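 also: 0% = DMSO wells and 100% = medium only without gametocytes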
* hit, by the source's call. Only part of the results is shown, so the mix of outcomes need not match the whole.

Structure | Pf gametocyte
COc1ccc(-c2nnc3sc(CN4C(=O)c5ccccc5C4=O)nn23)cc1 | -22
CC(=O)N1CCN(c2ccc(NC(=O)c3ccc(Cl)cc3)cc2)CC1 | 17
COc1ccc(NC(=O)CN(c2ccc(F)cc2)S(=O)(=O)c2ccccc2)c(OC)c1 | -12
COc1ccccc1NC(=O)N1CCCC1C(=O)NCc1ccccc1Cl (stereo unspecified) | -21
c1ccc2c(C[C@@H]3CNCCN3CCCCC3CCCCC3)cccc2c1 | -20
COC(=O)[C@]1(Cc2ccccc2)N[C@H](c2ccc(-c3cccc(Cl)c3)cc2)[C@@H]2C(=O)N(C)C(=O)[C@@H]21 | 7
C[C@@]12CCC[C@H](O1)[C@@H]([C@H](O)c1ccccc1)O2 | -2
COCc1cc(C)nc(SCc2ccccc2)c1C#N | -1
CC(=O)Nc1ccc(NC(=S)NC(=O)c2ccc(-c3ccccc3)cc2)cc1 | 12
CCOC(=O)c1ccccc1NC(=O)c1c(N)n(C)c(=O)[nH]c1=O | -17
COc1ccc(C2=C(C=O)Cc3ccccc3O2)cc1 | -11
O=C(O)c1cnn2c(-c3ccccc3)ccnc12 | 8
COCCNC(=O)c1cccc2c1C(=O)c1ccc(N3CCOCC3)cc1S2(=O)=O | -2
C#CCOc1ccc(Br)cc1C(c1c(C)[nH][nH]c1=O)c1c(C)[nH][nH]c1=O | 7
Cc1ccccc1S(=O)(=O)N1[C@@H](c2cccc(Cl)c2)C(C(=O)O)=CC[C@H]1c1ccc(Cl)cc1 | 4
CC[C@]12C(=O)N(C)C[C@H]([C@@H]3C(=O)N(Cc4ccccc4)C(=O)[C@@H]31)N2C(=O)c1ccc(C(C)(C)C)cc1 | 12
Cc1cccc(-n2c(C)nc3ccsc3c2=O)c1 | -16
C#CCOCCOCCOCCNc1nc(N2CCN(C(=O)[C@H]([C@@H](C)CC)n3cc([C@@H](N)CO)nn3)CC2)nc(N2CCN(C(=O)[C@H](CCCCN)n3cc([C@@H](N)CO)nn3)CC2)n1 | -14
O=C(Nc1ccc(CN2CCOCC2)cc1)c1ccc(F)cc1 | 8
Fc1cc(F)cc(-c2c(-c3ccccc3)ncc3ccc(F)cc23)c1 | 3
Brc1ccccc1OCCCN1CCCC1 | -24
CC(C(=O)N1CCCCCC1)N(c1ccc(Cl)cc1)S(C)(=O)=O (stereo unspecified) | 16
COc1ccc(C2CC(c3cccs3)=NN2C(=O)CCC(=O)O)cc1 (stereo unspecified) | 1
CCOC(=O)C1=CC[C@H]2c3c(c4ccccc4n3C)C(=O)C1N2C | 13
CN(C)C1=NC[C@H](Cc2ccccc2)N1CCCC1CCCCC1 | 0

(further entries)
Structure | Pf gametocyte
COCc1cc(C)nc(SCc2ccc(Br)cc2)c1C#N | 11
Cn1c(=O)c2c(nc(NCCO)n2CCCc2ccccc2)n(C)c1=O | 10
O=[N+]([O-])c1ccc(-c2cn3c(n2)SCC3)cc1 | 8
CCN1C(=O)c2ccc(C(=O)Nc3c(C)cc(C)cc3C)cc2C1=O | 18
CN1CCCC1CCNc1ccc2sc3ccccc3c(=O)c2c1 (stereo unspecified) | 14
CC(C)(C)c1cc(CP(=O)(c2ccccc2)c2ccccc2)cc(C(C)(C)C)c1O | 11
CC1CCN(c2ccc3c(c2)S(=O)(=O)c2cccc(C(=O)NC4CC4)c2C3=O)CC1 | -1
O=C(Cc1ccccc1)Nc1ccc(NC(=O)c2cccnc2)cc1 | 10
O=C(O)c1cn(-c2ccccc2)nc1-c1ccc(Cl)cc1 | 0
COc1ccc(NC(=O)NC(=O)c2ccccc2)cc1 | -8
COc1ccc2nc3n(c(=O)c2c1)-c1cc(Cl)ccc1C(=O)NC3Cc1ccccc1 (stereo unspecified) | 21
O=c1cc(-c2ccccc2)oc2ccc(Br)cc12 | 7
CCOC(=O)C1Nc2ccc(Br)cc2C2C=CCC12 (stereo unspecified) | -16
CCOC(=O)[C@H]1[C@H]2COc3ccc(OC)cc3[C@@H]2N2C(=O)CN(Cc3ccc(C)cc3)C(=O)[C@@]12C | 7
COc1ccccc1/C=C/C(=O)Nc1cccnc1Cl | 8
Clc1cccc(OCCN2CCCC2)c1 | 8
Cc1ccccc1NC(=O)c1cc(-c2ccco2)nc2ccccc12 | -22
COc1ccc(CN2CCC(C)CC2)cc1OCc1ccccc1 | -9
COc1ccc(C(=O)NNC(=O)c2cc3ccccc3cc2O)cc1 | -7
COC(=O)CCCC1=CC2=CC(=O)C(C)(OC(=O)c3cccs3)C(=O)C2=CN1c1ccccc1 (stereo unspecified) | 4
COc1cc(OC)cc(-c2c(-c3cccs3)c3cc(-c4ccc(OCc5ccccc5)cc4)ccc3n2C)c1 | 5
CCc1ccccc1N(CC(=O)NC(C)C)C(=O)CCC(=O)Nc1nccs1 | -19
c1ccc2c(c1)CCc1ccccc1C2=C1CCNCC1 | -9
O=[N+]([O-])c1ccccc1OCCN1CCOCC1 | 17
COc1cc(CNCCO)ccc1OCCc1ccccc1 | 24

Other compounds
Structure | Pf gametocyte
CCOc1ccc(OCCOCCN2CCCC2)cc1 | -11
Cc1cc(C)c(OCCCNC2CCCC2)c(Br)c1 | -4
CCN(CC)C(=O)CSc1nnc2c3ccccc3n(C)c2n1 | 4
COc1ccc(-c2nc(N)nc(N)n2)c(O)c1 | 16
Cc1ccccc1CN1[C@@H](CC2CCCCC2)COCCS1(=O)=O | 10
CCN1CCN(CCC(=O)Nc2ccc(Br)c(C)c2)CC1 | 12
CCN(C(=O)/C=C/c1ccccc1)C1CCCCC1 | -1
COc1ccccc1N1CCN(C(=O)c2cccc(C(=O)N3CCN(c4ccccc4OC)CC3)c2)CC1 | 5
COC(=O)N1[C@H](C)C=C[C@]1(Cc1ccccc1)C(=O)NCCCNc1ncc(C(F)(F)F)cc1Cl | 6
Cc1ccc(Cl)cc1N1C(=O)CC(Sc2ncccn2)C1=O (stereo unspecified) | -34
COCCN1C(=O)N[C@@H](CCc2ccccc2)[C@@H](C(=O)OC)[C@H]1C | 31
Cc1ccccc1-c1nc2cc(NC(=O)C3CC3)ccc2o1 | -5
C=CCC1NS(=O)(=O)OC2CCCC12 (stereo unspecified) | -11
COc1ccc(NC(=O)CC(C)CC(=O)NCc2ccc(F)cc2)c(OC)c1 (stereo unspecified) | 6
CN(C)c1ccccc1-c1csc(N2CCC(C(N)=O)CC2)n1 | 4
COc1ccc(-c2oc3ccc(-c4cc(OC)c(OC)c(OC)c4)cc3c2-c2ccc(OC)cc2)cc1 | 4
O=S(=O)(Nc1ccc(O)c2ccccc12)c1ccc(F)cc1 | 4
COc1ccc(-c2oc3cccnc3c2C#CC2(O)CCCCC2)cc1 | -3
CN1CCN(c2nc3c(c(=O)n(C)c(=O)n3C)n2Cc2ccccc2)CC1 | 0
CSc1nc(O)c(C(c2ccc(C)cc2)c2c(O)nc(SC)[nH]c2=O)c(=O)[nH]1 | 15
OCC[C@@H]1C[C@@H](O)[C@H](O)[C@@]2(Cc3ccccc3CO2)O1 | 11
c1ccc(CCCN2CCN(c3ccccn3)CC2)cc1 | 1
COc1ccc(-c2cc(=O)[nH]c(N3CCN(Cc4ccccc4)CC3)n2)cc1 | 28
COc1ccc([C@@H]2[C@@H]3C(=O)N(C(C)(C)C)C(=O)[C@@H]3[C@]3(Cc4ccccc4)C(=O)N(c4ccc(C(F)(F)F)cc4)C(=O)N23)cc1 | -17
Cc1cccc(OCCn2nnc3ccccc32)c1C | -2

Later entries:
Structure | Pf gametocyte
Cc1ccc(NC(=S)Nc2ccc(F)cc2)cc1C | -3
CC(Sc1nc2ccccc2c(=O)n1CCCN1CCOCC1)C(=O)N1CCc2ccccc21 (stereo unspecified) | -7
Nc1cc(N)nc(SCc2ccc(Cl)cc2)n1 | -14
COc1ccc(NC(=O)c2oc3ccccc3c2NC(=O)c2ccc(OC)c(OC)c2)c(OC)c1 | 2
CCOC(=O)C[C@H]1c2ccc(C(F)(F)F)cc2S(=O)(=O)N1c1cccc(OC)c1 | 15
COCCNc1cnn(-c2ccccc2)c(=O)c1Cl | 0
COc1ccc(NC(=S)NCCCn2ccnc2)cc1 | 9
O=C(Cc1cccc(NC(=O)C2CCCN(C(=O)CCc3ccccc3)C2)c1)Nc1cccc(C(=O)N2CCCC2)c1 (stereo unspecified) | 0
COc1ccc(C(=O)Nc2ccc(S(=O)(=O)N3CCOCC3)cc2)cc1 | 8
COc1ccc(/C=N/N2CCN(c3ccc(Cl)cc3)CC2)cc1 | 3
CC(CCc1ccc(O)cc1)NC1c2ccccc2-c2ccccc21 (stereo unspecified) | 17
COc1ccc(C#Cc2c(-c3ccc(OC)cc3)oc3ccc(-c4ccc5c(c4)OCO5)cc23)cc1 | -30
CC(C)C[C@@]12C(=O)N(c3ccc(Br)cc3)C(=O)N1[C@H](c1ccc(Br)cc1)[C@@H]1C(=O)N(C(C)(C)C)C(=O)[C@@H]12 | -11
CCCCOc1ccccc1C(=O)NNC(=S)NC(=O)c1ccccc1[N+](=O)[O-] | -11
CCC(=O)Nc1ccc(NC(=O)c2cc3ccccc3o2)c(OC)c1 | 16
COC(=O)/C=C/c1ccc2c(c1)S(=O)(=O)N(Cc1ccc(OC)cc1)[C@H]2CC(=O)OC | -8
CCOC(=O)[C@H]1[C@H]2COc3ccccc3[C@@H]2N2C(=O)CN(Cc3ccccc3)C(=O)[C@@]12C | -2
CCOC(=O)c1nnn(-c2nonc2N)c1COc1cc(C)c(Cl)c(C)c1 | -2
Cc1nc([N+](=O)[O-])cn1CC(=O)c1ccc(Br)cc1 | -3
CCOC(=O)[C@H]1[C@H]2COc3ccc(OC)cc3[C@@H]2N2C(=O)CN(Cc3ccc(F)cc3)C(=O)[C@@]12C | -5
COc1ccccc1C(=O)Nc1cccc(NC(=O)c2ccccc2OC)n1 | 6
NC1(C#Cc2ccc3oc(=O)c(-n4cc(C5(O)CCCCC5)nn4)cc3c2)CCCCC1 | 7
COc1ccc(-c2csc(NC(=O)c3c(OC)cccc3OC)n2)cc1 | 6
CC(C)C[C@@]12C(=O)N(c3cccc(Cl)c3)C(=O)N1[C@H](c1ccc(Br)cc1)[C@@H]1C(=O)N(C(C)(C)C)C(=O)[C@@H]12 | -11
COc1ccc(NC(=O)CN2CCN(CC#N)CC2)cc1 | 6

The closing 2 entries of the part before lead into the next:
Structure | Pf gametocyte
CC(C)C[C@@]12C(=O)N(c3cccc(Cl)c3)C(=O)N1[C@H](c1ccc(Br)cc1)[C@@H]1C(=O)N(C(C)(C)C)C(=O)[C@@H]12 | -11
COc1ccc(NC(=O)CN2CCN(CC#N)CC2)cc1 | 6
CC1CCN(C(=O)c2[nH]cnc2C(=O)N2CCN(C(=O)OC(C)(C)C)CC2)CC1 | 7
Cc1cc(Nc2ccc([N+](=O)[O-])cc2)c2ccccc2n1 | -19
COc1ccc(N=Nc2c(C)[nH]c3ccccc23)cc1 | -17
O=S(=O)(Nc1cccnc1)c1ccc(F)cc1 | -10
COc1ccc(CNc2ncc(-c3ccc(F)cc3)n2C)cc1OC | -13
COc1ccc(CN2C(=O)COc3ccccc32)cc1 | 7
CCn1ncc(C(=O)Nc2ccc(F)cc2)c1C | -10
COc1cc(C(=S)N2CCOCC2)ccc1OC(=O)c1ccccc1 | -9
CC(=O)N1CCN(c2ccc(Oc3nc(-c4ccccc4)nc4ccccc34)cc2)CC1 | 18
COc1ccc(-c2cc(C(=O)N/N=C/c3cc(OC)c(OC)cc3OC)c3ccccc3n2)cc1 | 6
C[C@@H](NC(=O)Cn1ccc(N)nc1=O)c1cccc2ccccc12 | -2
COC(C[C@H]1O[C@@H]1[C@H](O)[C@H](C)OCc1ccccc1)OC | 14
O=C(Cc1ccccc1[N+](=O)[O-])N1CCOCC1 | 2
Nc1ccccc1C#Cc1ccc2[nH]ccc2c1 | -9
Cc1ccc(C(C)C)c(OCCCn2ccnc2C)c1 | -20
COC(=O)Cn1c(-c2ccc(OC)cc2)c(-c2ccc(OC)cc2)nnc1=O | 18
COc1ccc(CC(=O)Nc2cccnc2)cc1 | 14
CCN(CC)c1ccc(C2C(C(C)=O)C(=O)CC(C)(O)C2C(C)=O)cc1 (stereo unspecified) | -9
COc1cccc(NC(=O)c2cc(-c3ccco3)nc3ccccc23)c1 | 22
O=C(O)C1=C[C@H](C2CC2)C[C@H](OCc2ccc(CO)cc2)O1 | -3
CCCCCCSc1ccc([C@H]2N[C@@](CC(C)C)(C(=O)OC)[C@H]3C(=O)N(C)C(=O)[C@@H]23)cc1 | 6
CNC[C@@H]1Oc2c(NC(=O)Nc3ccccc3)cccc2C(=O)N([C@@H](C)CO)C[C@H]1C | -9
Cc1ccc2oc(C(=O)N3CCC(O)(c4cccc(C(F)(F)F)c4)CC3)c(C)c2c1 | -9
C[C@@H]1O[C@@H](O[C@H]2[C@H](O)[C@@H](O)[C@H](Oc3c(-c4ccc(O)c(O)c4)oc4cc(O)cc(O)c4c3=O)O[C@@H]2CO)[C@H](O)[C@H](O)[C@H]1O | -10
N#CC(Cc1cccc(CC(C#N)(c2ccccc2)c2ccccc2)c1)(c1ccccc1)c1ccccc1 | -24

(continued)
Structure | Pf gametocyte
O=S1(=O)N[C@@H](CC2=CCCCC2)C2CCCCC2O1 (stereo partly specified) | 12
CC(C)(C)Cc1nnc(NS(=O)(=O)c2ccc([N+](=O)[O-])cc2)s1 | -3
Cc1ccc([C@@H]2[C@@H]3C(=O)N(c4ccccc4)C(=O)[C@@H]3[C@]3(C)C(=O)N(Cc4ccc(-c5ccccc5)cc4)CC(=O)N23)o1 | 10
O=C(COc1ccc(Br)cc1)NN1C(=O)c2ccccc2C1=O | 2

Quoted at random: 7 entries already listed, in no set order.
Structure | Pf gametocyte
C#CCOc1ccc(Br)cc1C(c1c(C)[nH][nH]c1=O)c1c(C)[nH][nH]c1=O | 7
CCOC(=O)C[C@H]1c2ccc(C(F)(F)F)cc2S(=O)(=O)N1c1cccc(OC)c1 | 15
CCOC(=O)C1Nc2ccc(Br)cc2C2C=CCC12 (stereo unspecified) | -16
COc1ccc(-c2cc(C(=O)N/N=C/c3cc(OC)c(OC)cc3OC)c3ccccc3n2)cc1 | 6
COc1ccc(C2=C(C=O)Cc3ccccc3O2)cc1 | -11
COc1cc(OC)cc(-c2c(-c3cccs3)c3cc(-c4ccc(OCc5ccccc5)cc4)ccc3n2C)c1 | 5
COc1ccc(C#Cc2c(-c3ccc(OC)cc3)oc3ccc(-c4ccc5c(c4)OCO5)cc23)cc1 | -30

Assay outcomes (PubChem)
